High-throughput results (PubChem BioAssay)
PME-1 primary: PME-1 inhibitors via competitive probe labeling, primary screen, biochemical, fluorescence polarization, FP-Rh probe, HTS. recombinant PME-1. inhibition, % at 5.9 µM. hit rate 0.53% among 320,000;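 active means inhibition above the campaign mean of all compounds plus 3 SD, cut at about 26% in these data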;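 further: competitive labeling of PME-1 active site by serine hydrolase directed probe; 0% = PME-1 with DMSO and 100% = wells lacking PME-1 enzyme; inhibitors block probe labeling so polarization falls and inhibition rises; many of its hits are not listed in these tables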
GSTO1 inh: inhibitors of recombinant GSTO1, primary screen, counter-screen for RBBP9 inhibitor project, biochemical, fluorescence polarization | Glutathione S-transferase omega-1 (Homo sapiens), P78417 | activity-based probe fluorescence polarization | AID 1974, 2009 | hit rate 1.1% among 300,000 | inhibition, % at 5.96 µM;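 active means inhibition above the campaign mean inhibition plus 3 SD, cut at about 35% in these data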;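 further: 0% = GSTO1-1 with DMSO and 100% = wells lacking GSTO1-1 enzyme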
Target sequence (P78417 whole entry, looked up): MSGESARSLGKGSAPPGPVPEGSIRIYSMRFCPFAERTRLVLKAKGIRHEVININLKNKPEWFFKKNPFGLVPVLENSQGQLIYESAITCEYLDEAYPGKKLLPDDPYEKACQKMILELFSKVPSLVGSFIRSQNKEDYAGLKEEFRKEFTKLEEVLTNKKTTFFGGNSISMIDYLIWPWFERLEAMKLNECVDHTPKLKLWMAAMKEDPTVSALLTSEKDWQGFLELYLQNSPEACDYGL
Fam108B inh: mouse Fam108B serine hydrolase inhibitors, primary screen, counter-screen for RBBP9 inhibitor project, biochemical, fluorescence polarization. hit rate 0.33% among 300,000. inhibition, % at 9.51 µM. recombinant Fam108B, FP-Rh probe fluorescence polarization;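 active means inhibition above the screen mean inhibition plus 3 SD, computed separately per campaign, cut at about 18% in these data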;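 further: inhibitors lower polarization as less probe binds the enzyme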
LYPLA1 inh: LYPLA1 inhibitors, primary screen, counter-screen for PME1 inhibitor project, biochemical, fluorescence polarization, FP-Rh probe ABPP; Acyl-protein thioesterase 1 (Homo sapiens), O75608; recombinant LYPLA1; inhibition, % at 5.9 µM; hit rate 0.16% among 320,000;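 active means inhibition above the mean of all tested compounds plus 3 SD, set per campaign, cut at about 14% in these data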;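 further: inhibitors block serine hydrolase probe labeling of LYPLA1 so polarization falls; 0% = enzyme with DMSO and 100% = wells lacking LYPLA1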
pPAFAH FP inh: pPAFAH enzyme inhibitors, primary screen, biochemical, fluorescence polarization, human; Platelet-activating factor acetylhydrolase (Homo sapiens), Q13093; inhibition, % at 3.39 µM; AID 463082, 2010; recombinant pPAFAH, FP-rhodamine probe fluorescence polarization; hit rate 1.5% among 330,000;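 active means inhibition above the mean inhibition across the screen plus 3 SD, cut at about 25% in these data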;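 further: inhibitors block binding of the rhodamine activity-based probe so polarization drops; 0% = enzyme with DMSO and 100% = wells lacking pPAFAH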
Target sequence (Q13093 whole entry, looked up): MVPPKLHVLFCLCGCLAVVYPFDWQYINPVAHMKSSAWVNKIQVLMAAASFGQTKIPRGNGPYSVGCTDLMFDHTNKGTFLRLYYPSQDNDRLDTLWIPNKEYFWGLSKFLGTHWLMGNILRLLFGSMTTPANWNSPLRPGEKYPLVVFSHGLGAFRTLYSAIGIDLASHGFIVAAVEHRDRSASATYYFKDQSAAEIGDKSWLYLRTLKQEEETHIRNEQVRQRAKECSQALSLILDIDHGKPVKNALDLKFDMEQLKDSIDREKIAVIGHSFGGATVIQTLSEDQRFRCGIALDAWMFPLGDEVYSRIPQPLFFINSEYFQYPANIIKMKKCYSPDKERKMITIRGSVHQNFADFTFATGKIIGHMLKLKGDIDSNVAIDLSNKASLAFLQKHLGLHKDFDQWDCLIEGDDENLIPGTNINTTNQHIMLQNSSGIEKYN
PAFAH1B2 inh: PAFAH1B2 enzyme inhibitors, primary screen, biochemical, fluorescence polarization, human. Platelet-activating factor acetylhydrolase IB subunit alpha2 (Homo sapiens), P68402. recombinant PAFAH1B2, FP-rhodamine activity probe. inhibition, % at 3.39 µM. AID 492953, 2010. hit rate 1.2% among 340,000;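 active means inhibition above the mean of all tested compounds plus 3 SD, cut at about 24% in these data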;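 further: 0% = enzyme with DMSO and 100% = wells lacking PAFAH1B2; many of its hits are not listed in these tables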
PAD4 FP inh: human PAD4 inhibitors, primary screen, biochemical, fluorescence polarization, 1536-well format; Protein-arginine deiminase type-4 (Homo sapiens), Q9UM07; hit rate 0.41% among 330,000; recombinant PAD4, RCA probe fluorescence polarization; inhibition, % at 6.36 µM; AID 485272, 2010;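 active means percent inhibition above a cutoff equal to the mean of all tested compounds plus 3 SD, cut at about 15% in these data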;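 further: 0% = PAD4 with RCA probe and DMSO and 100% = probe without PAD4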
PAFAH1B3 inh: PAFAH1B3 enzyme inhibitors, primary screen, biochemical, fluorescence polarization, human; inhibition, % at 3.39 µM; recombinant PAFAH1B3, FP-rhodamine probe; Platelet-activating factor acetylhydrolase IB subunit alpha1 (Homo sapiens), Q15102; hit rate 0.28% among 340,000;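 active means inhibition above the screen-wide average of all tested compounds plus 3 SD, cut at about 25% in these data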;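 further: 0% = enzyme with DMSO only and 100% = wells lacking PAFAH1B3 protein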
Target sequence (Q15102 whole entry, looked up): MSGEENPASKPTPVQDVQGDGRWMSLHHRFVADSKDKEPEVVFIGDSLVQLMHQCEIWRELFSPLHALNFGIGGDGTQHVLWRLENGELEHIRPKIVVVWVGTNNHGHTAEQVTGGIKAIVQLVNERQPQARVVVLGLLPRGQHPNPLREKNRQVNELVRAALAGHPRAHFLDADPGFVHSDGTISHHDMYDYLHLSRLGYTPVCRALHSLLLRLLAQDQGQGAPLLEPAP
PAFAH2 FP inh: PAFAH2 enzyme inhibitors, primary screen, biochemical, fluorescence polarization, human; recombinant PAFAH2, FP-rhodamine activity probe; inhibition, % at 3.39 µM; hit rate 0.99% among 340,000; AID 492956, 2010; Platelet-activating factor acetylhydrolase 2, cytoplasmic (Homo sapiens), Q99487;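 active means inhibition above the mean over all tested compounds plus 3 SD, cut at about 30% in these data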;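 further: inhibitors block probe labeling of enzyme so polarization drops; 0% = enzyme with DMSO and 100% = wells lacking PAFAH2 protein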
* = called active by the depositor; . = not tested or not shown. Some of the compounds tested; rates above refer to the full screens.

SMILES | PME-1 primary | GSTO1 inh | Fam108B inh | LYPLA1 inh | pPAFAH FP inh | PAFAH1B2 inh | PAD4 FP inh | PAFAH1B3 inh | PAFAH2 FP inh
CCNc1ccc(S(=O)(=O)NCCN(C)C)cc1[N+](=O)[O-] | -3 | 14 | -2 | -1 | 9 | 2 | 0 | -4 | -1
COc1cc(/C=C2\C(=O)N(c3ccc(NC(C)=O)cc3)N=C2c2ccccc2)ccc1O | -10 | 76* | -1 | -2 | 8 | 4 | 62* | 1 | 4
COc1ccc(NS(=O)(=O)c2ccc(N3CC(O)=C(c4ccccc4)C3=N)cc2)cc1 | 3 | -2 | -1 | 2 | 0 | 3 | 3 | 0 | 1
NC(=O)c1ccsc1NC(=O)CN1C(=O)C2CC=CCC2C1=O (stereo not drawn) | -1 | 1 | -2 | 1 | 1 | 0 | -1 | 9 | 8
O=c1[nH]c2c(s1)C=Nc1ccccc1N2 | 8 | 20 | 6 | 1 | 17 | 6 | 7 | -1 | 8
CCN(CC)S(=O)(=O)c1ccc(N2CC(C(=O)N3Cc4ccccc4CC3C(N)=O)CC2=O)cc1 (stereo not drawn) | . | . | . | . | 6 | -1 | -5 | 12 | 17
COc1ccc(C(=O)Cn2ccsc2=NC(C)=O)cc1 | -4 | 0 | 2 | 6 | 7 | -4 | 0 | 1 | -1
CC(C)CN(C(=O)COC(=O)c1ccc(-c2ccccc2)cc1)C1CCS(=O)(=O)C1 (stereo not drawn) | -4 | 6 | -2 | -1 | 1 | 2 | 0 | 6 | 1
COc1ccc(-n2ccnc(SCC(=O)NC3CCCC3)c2=O)cc1 | -3 | 1 | -6 | -4 | -3 | 5 | 4 | 2 | 2
CCOc1nc2ccccc2cc1/C=C/C(=O)O | -3 | -8 | -1 | 0 | 0 | 0 | -3 | 4 | -4
Cc1cc(/C=N/n2cnnc2)c(C)n1-c1ccccc1 | -4 | 6 | -2 | 0 | 3 | -1 | -4 | 1 | 4
COC(=O)c1cc(NC(=O)c2ccc(F)cc2)cc(C(=O)OC)c1 | -1 | 8 | 1 | -1 | 2 | -1 | 3 | 4 | 2
CN(C)C(=O)COC(=O)c1ccccc1NC(=O)c1ccco1 | 4 | 6 | 3 | 1 | -1 | 11 | 1 | 5 | 5
CN1CCN(C2Cc3cc(Cl)ccc3Sc3cc(F)ccc32)CC1 (stereo not drawn) | 5 | 2 | 1 | -3 | 0 | 4 | 0 | 0 | 3
Cc1ccsc1/C=N/NC(=O)c1sccc1C | -2 | 1 | 0 | 0 | 2 | 6 | -3 | 3 | 14
CC1CN(c2nc(-c3ccccc3)nc3ccccc23)CC(C)O1 (stereo not drawn) | 1 | -4 | -1 | 3 | 4 | 1 | -1 | -11 | 5
Cc1nn(C)c(C)c1NC(=O)c1ccc(Cl)cc1 | 2 | -1 | -2 | 0 | 4 | 2 | 4 | 5 | -1
Cc1cc(=O)oc(C)c1C(=O)N1CCN(C(c2ccccc2)c2ccccc2)CC1 | 0 | 18 | 4 | -2 | 0 | 1 | -3 | 5 | -5
CCC(C)N(C(=O)CSc1nnnn1-c1ccccc1OC)C1CCS(=O)(=O)C1 (stereo not drawn) | 1 | . | . | 0 | -2 | 7 | 1 | 7 | 7
O=C(O/N=C1\CCCc2ccccc21)C1CC1 | -1 | 5 | 2 | 5 | 5 | 0 | -4 | 0 | 2
CCS(=O)(=O)C1=NSC2=NC(=O)/C(=C\c3ccc(OC(=O)c4ccco4)c(OC)c3)C(=N)N21 | -12 | 8 | -1 | -4 | 13 | 1 | -5 | 8 | 4
NC(Cc1c[nH]c2ccccc12)C(=O)Nc1ccccc1 (stereo not drawn) | 2 | -5 | -2 | 1 | 6 | 4 | 1 | 0 | 2
Clc1ccccc1CN1CCC(Cc2ccccc2)CC1 | 4 | 5 | 1 | 3 | -1 | -2 | -5 | 15 | -7
CCNC(=O)C/C(C)=N/NC(=O)C(=O)Nc1ccc(CC)cc1 | -1 | 7 | -4 | -3 | 4 | 7 | -3 | 12 | -7
CCCc1c(C(=O)Nc2ccc(C(F)(F)F)cc2)cnn1-c1ccccc1 | -3 | -1 | 3 | -4 | -4 | 1 | 0 | 8 | 1
Nc1nc(-c2ccc(Cl)cc2)cn1N | -11 | 9 | 1 | 1 | 5 | 2 | 4 | 10 | 1
O=C(Cc1cccc2ccccc12)NNC(=O)c1cccs1 | 1 | 3 | 1 | 2 | 7 | 13 | -4 | 0 | 8
Cc1cccc(N2CCN(C3CCCCC3NS(=O)(=O)c3ccccc3)CC2C)c1 (stereo not drawn) | 5 | -1 | 0 | 1 | 1 | -3 | 1 | 7 | 4
COc1ccccc1N1C(=NC(=O)C(C)Oc2ccccc2)SC2CS(=O)(=O)CC21 (stereo not drawn) | -2 | -1 | -2 | 3 | 10 | 3 | 2 | 13 | 8
O=C(COC(=O)CCS(=O)(=O)c1ccccc1)Nc1ccc(N2CCCCC2)cc1 | 3 | . | . | -3 | 13 | 2 | -2 | 6 | -7
CCOC(=O)N1CCN(C(=O)CCc2ccc(S(=O)(=O)NCCc3ccccc3)cc2)CC1 | -2 | 8 | 2 | -3 | 17 | 3 | -7 | 4 | 0
O=C(CN1C(=O)c2ccccc2C1=O)NCC(=O)OCC(=O)c1ccc(Cl)cc1 | -6 | 1 | -1 | 5 | 1 | 3 | -1 | 16 | 3
CC1(c2ccccc2)CC(C)(C)N(C(=O)c2cc([N+](=O)[O-])cc([N+](=O)[O-])c2)c2ccccc21 (stereo not drawn) | 3 | -1 | 2 | 0 | -1 | 0 | 9 | -5 | -4
CCn1c(SCC(=O)Nc2ccc(OC)cc2)nc2nc3c(cc2c1=O)CCCC3 | -1 | -1 | -6 | 1 | 3 | 6 | 1 | 3 | -8
COc1ccc(CCNCc2ccc(OCC(=O)N3CCCCC3)c(OC)c2)cc1OC | -1 | 6 | 0 | -1 | 1 | 1 | 0 | 7 | 9
COc1ccc(N2CCN(S(=O)(=O)c3ccc(Cl)c(C(F)(F)F)c3)CC2)cc1 | 3 | -3 | 1 | 1 | 1 | 3 | -5 | -2 | -6
COCCN(C(=O)Cc1cccs1)c1nnc(-c2cccnc2)s1 | 1 | -4 | 6 | 4 | -2 | -3 | 4 | -4 | -1
COCC(C)NC(=O)c1oc2c(c1C)C1(CCC2)SCCS1 (stereo not drawn) | 6 | 2 | 1 | 1 | 7 | 2 | 0 | 5 | -3
CCOC(=O)C1CCCN(C(=O)c2cc(Cl)ccc2NC(=O)C2=C(C)OCCS2)C1 (stereo not drawn) | -1 | 6 | 0 | -1 | -1 | 3 | -4 | 1 | -1
Fc1ccc(-c2csc(NC(=S)Nc3ccccc3)n2)cc1 | 13 | -5 | 12 | -15 | 2 | 4 | -1 | 7 | -2
C=CCn1c(SCC(N)=O)nc(C)cc1=O | -5 | 2 | -5 | 0 | 2 | 2 | 0 | 11 | -2
Cc1ccccc1NC(=O)COC(=O)c1c[nH]c(=O)[nH]c1=O | -2 | -1 | -2 | 2 | 1 | 4 | 0 | 0 | -1
CC1(C)C2CCC1(C)C(OC(=O)CNc1ccccc1)C2 (stereo not drawn) | -2 | -6 | -2 | 4 | 1 | 4 | 1 | 3 | -2
CCCCN1C[C@H](O)[C@@H](O)[C@H](O)[C@H]1CO | -2 | 5 | -1 | -2 | -1 | 1 | -3 | 3 | -2
CN(C(=O)CSc1nnnn1-c1ccc(O)cc1)C1CCS(=O)(=O)C1 (stereo not drawn) | -1 | 2 | 0 | -1 | 1 | -6 | -4 | -3 | 3
COc1cccc(C(=O)Nc2ccc3[nH]c(=O)[nH]c3c2)c1OC | 3 | -6 | -1 | -1 | 6 | 4 | -2 | 0 | 9
CN(C)/C=C(/C(=O)c1ccccc1Cl)S(=O)(=O)c1ccccc1 | -5 | 4 | -3 | 0 | 3 | 0 | -2 | 5 | 5
COc1ccc(CNC(=O)CN2CCN(c3ccccc3)CC2)cc1 | 0 | 1 | 0 | 6 | 4 | 4 | 3 | 2 | -9
CCOC(=O)c1cc2n(n1)C(C(F)(F)C(F)(F)F)CC(C)N2 (stereo not drawn) | 1 | 1 | 1 | 0 | 7 | 1 | 0 | -2 | -2
O=c1c2c(-c3ccc([N+](=O)[O-])cc3)ccnc2[nH]n1-c1ccccc1 | -4 | 7 | 2 | -1 | 5 | 7 | 1 | 1 | -8
COc1ccc(OC)c(C2C(C#N)=C(N)Oc3c2c(C)nn3-c2ccc(C)cc2)c1 (stereo not drawn) | 0 | 35* | 11 | 1 | 6 | 0 | 54* | 1 | 5
O=C(Nc1ccccc1)N1CCCc2ccccc21 | 0 | 0 | 1 | -1 | 2 | 0 | 1 | 6 | -6
c1ccc(CNc2ncnc3c2cnn3-c2ccccc2)cc1 | -1 | -5 | 3 | -2 | -2 | 1 | 1 | 2 | -7
COc1ccc(-c2ccc(S(=O)(=O)N3CCOCC3)cc2)cc1 | 0 | 4 | -2 | 0 | -1 | 4 | -1 | 7 | 1
COc1ccc(-c2[nH]ncc2CN(C)Cc2nonc2C)c(OC)c1 | 8 | 1 | 4 | 2 | -2 | -1 | -2 | 3 | -3
COCCN1C(=O)c2ccccc2C(C(=O)NCCCN2CCCC2)C1c1c[nH]c2ccccc12 (stereo not drawn) | -4 | 4 | 2 | 3 | 0 | . | -1 | . | .
O=C(NCc1cccnc1)[C@@H]1CC=C[C@@H]2CCN(Cc3ccccc3)C(=O)[C@@H]21 | -6 | 6 | 1 | -4 | -10 | -1 | 1 | -1 | 1
O=C(CSc1nnc(-c2ccc(O)cc2)o1)N1CCOCC1 | 2 | 0 | -2 | 3 | 5 | 7 | 0 | -2 | -1
COc1ccc(C(=O)NNC(=O)c2ccc3ccccc3n2)cc1 | -1 | . | . | 0 | 4 | -7 | -4 | 13 | 3
CCOc1ccc2[nH]c(=O)c(CN(CC3COCCO3)C(=O)C3CC3)cc2c1 (stereo not drawn) | 1 | 1 | 1 | 4 | 0 | 9 | 5 | 3 | 2
CC(NC(=O)Cn1cccc1C(=O)c1ccccc1)c1ccc2c(c1)OCCO2 (stereo not drawn) | -13 | 21 | 3 | -2 | -7 | 3 | -3 | 6 | 1

Pulled one by one from above, 2 records:
SMILES | PME-1 primary | GSTO1 inh | Fam108B inh | LYPLA1 inh | pPAFAH FP inh | PAFAH1B2 inh | PAD4 FP inh | PAFAH1B3 inh | PAFAH2 FP inh
c1ccc(CNc2ncnc3c2cnn3-c2ccccc2)cc1 | -1 | -5 | 3 | -2 | -2 | 1 | 1 | 2 | -7
CCOC(=O)N1CCN(C(=O)CCc2ccc(S(=O)(=O)NCCc3ccccc3)cc2)CC1 | -2 | 8 | 2 | -3 | 17 | 3 | -7 | 4 | 0
